# 12-LOX inh – Primary qHTS assay for inhibitors of human arachidonate 12S-lipoxygenase (ALOX12): Round 2; Polyunsaturated fatty acid lipoxygenase ALOX12 (Homo sapiens), P18054; purified 12hLO, xylenol orange hydroperoxide absorbance; Potency, µM (doses to about 108 µM), without a hit: top-dose activity change, negative = inhibition, hits mostly inhibitors; 1.1% of 580,000 active; AID 1671190, 2021; note: potency is the fitted concentration of half-maximal effect; % is set by controls: 0 for no effect and ±100 for the full control effect
#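 Purified human 12hLO at 150 nM in 25 mM Hepes, 0.01% Triton X-100, pH 7.0, preincubated 15 min at room temperature with compound. Reaction started with 40 uM arachidonic acid, 30 min at room temperature. Hydroperoxide measured by Fe-xylenol orange, 573/405 nm absorbance ratio.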
# RGS4 inh – Inhibitors of Regulator of G Protein Signaling (RGS) 4: qHTS; Transcreener GDP fluorescence polarization, RGS4-accelerated GTP hydrolysis; Potency, µM (highest dose often 114 µM), inactives show at the highest dose activity change, negative = inhibition, actives largely listed as inhibitors; 0.039% of 390,000 active; AID 504845, 2011; note: potency is the fitted concentration of half-maximal effect; % is set by controls: 0 for no effect and ±100 for the full control effect; nearly all actives have a fitted effect of over 75% in size; some results filed as inactive show a strong effect at the top dose
# Target sequence (P49798 whole entry, looked up): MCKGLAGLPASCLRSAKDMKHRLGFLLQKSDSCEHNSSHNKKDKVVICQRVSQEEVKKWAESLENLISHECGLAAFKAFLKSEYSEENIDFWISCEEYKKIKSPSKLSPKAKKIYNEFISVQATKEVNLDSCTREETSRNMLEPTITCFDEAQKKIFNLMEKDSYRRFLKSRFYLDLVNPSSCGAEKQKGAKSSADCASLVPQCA
#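 MLSMR compounds (23 nl, pin-transferred) preincubated 10 min at room temperature with a 500nM (2x) first reagent, then RGS4 at 900nM (2x) plus Transcreener GDP mix added; fluorescence polarization (620/688 nm) read before and after 90 min at 30 °C.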
# APE1 inh – qHTS Assay for Inhibitors of the Human Apurinic/apyrimidinic Endonuclease 1 (APE1). 0.35% of 350,000 active. recombinant APE1, TAMRA/BHQ-2 abasic DNA cleavage fluorescence. Potency, µM (titrated, usually from 65.8 µM), for the others: top-dose activity change, negative = inhibition, actives largely listed as inhibitors. DNA repair nuclease/redox regulator APEX1 (Homo sapiens), P27695. AID 2517, 2012;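 note: potency is the fitted concentration of half-maximal effect; plate controls were vehicle for no effect and reference inhibitor for full effect; nearly all actives have a fitted effect of over 55% in size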
#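 Step 1: APE1 (0.75 nM) with compound, 15 min RT. Step 2: add 50 nM fluorophore/quencher THF duplex. Step 3: three fluorescence reads 60 s apart (525/598 nm); read 3 minus read 1 = reaction progress.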
# POLH inh – qHTS for Inhibitors of Polymerase Eta; 1.2% of 390,000 active; recombinant Pol eta, fluorescent DNA replication assay; AID 588591, 2011; DNA polymerase eta (Homo sapiens), Q9Y253; Potency, µM (titrated, usually from 114 µM), for the others: at the highest dose activity change, negative = inhibition, most hits filed as inhibitors; note: potency is the fitted concentration of half-maximal effect; % is set by controls: 0 for no effect and ±100 for the full control effect
#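 Fluorescent replication assay: 50 nM final substrate added after a 15 min room-temperature compound preincubation with 10 nM enzyme. Signal taken at 0 min and again at 10 min.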
# ERG Ets-DNA blk – qHTS for Small Molecule Inhibitors of the ERG Ets/DNA interaction. Transcriptional regulator ERG (Homo sapiens), P11308. fluorescence polarization, His-ERG Ets domain / labelled DNA. Potency, µM (titrated, usually from 76.9 µM), for inactives: at the highest dose FP activity, negative = inhibition, most hits filed as inhibitors. 0.028% of 370,000 active. AID 624246, 2012; active = well fitted inhibition curve with a large enough effect in the polarisation, with a control signal flat; inconclusive = small, poorly fitted or top-dose-only effect, or effect the other way, or a change in a side signal; inactive = no such curve, though single readings can be large or run the other way; the % refers to the polarisation;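 note: polarization taken with two DNA probes labelled with fluorescein and Texas red; potency is the fitted concentration of half-maximal effect; % of control where 0% means no effect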
#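 His-tagged ERG Ets domain (1 uM in the protein solution; 300mM KCl, 50mM Tris-HCl, 1mM EDTA, 1mM DTT, pH 7.5) received compound, then a probe mix of 5 nM fluorescein-DNA and 100nM Texas-615-DNA. Fluorescence polarization was read for both dyes.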
# POLK inh – qHTS for Inhibitors of Polymerase Kappa; DNA polymerase kappa (Homo sapiens), Q9UBT6; 0.53% of 400,000 active; Potency, µM (doses to about 107 µM), for the others: at the highest dose activity, negative = inhibition, usual class: inhibitors; purified Pol kappa, fluorescent DNA synthesis assay, 10 min; note: potency is the fitted concentration of half-maximal effect; % is set by controls: 0 for no effect and ±100 for the full control effect
# Target sequence (Q9UBT6 whole entry, looked up): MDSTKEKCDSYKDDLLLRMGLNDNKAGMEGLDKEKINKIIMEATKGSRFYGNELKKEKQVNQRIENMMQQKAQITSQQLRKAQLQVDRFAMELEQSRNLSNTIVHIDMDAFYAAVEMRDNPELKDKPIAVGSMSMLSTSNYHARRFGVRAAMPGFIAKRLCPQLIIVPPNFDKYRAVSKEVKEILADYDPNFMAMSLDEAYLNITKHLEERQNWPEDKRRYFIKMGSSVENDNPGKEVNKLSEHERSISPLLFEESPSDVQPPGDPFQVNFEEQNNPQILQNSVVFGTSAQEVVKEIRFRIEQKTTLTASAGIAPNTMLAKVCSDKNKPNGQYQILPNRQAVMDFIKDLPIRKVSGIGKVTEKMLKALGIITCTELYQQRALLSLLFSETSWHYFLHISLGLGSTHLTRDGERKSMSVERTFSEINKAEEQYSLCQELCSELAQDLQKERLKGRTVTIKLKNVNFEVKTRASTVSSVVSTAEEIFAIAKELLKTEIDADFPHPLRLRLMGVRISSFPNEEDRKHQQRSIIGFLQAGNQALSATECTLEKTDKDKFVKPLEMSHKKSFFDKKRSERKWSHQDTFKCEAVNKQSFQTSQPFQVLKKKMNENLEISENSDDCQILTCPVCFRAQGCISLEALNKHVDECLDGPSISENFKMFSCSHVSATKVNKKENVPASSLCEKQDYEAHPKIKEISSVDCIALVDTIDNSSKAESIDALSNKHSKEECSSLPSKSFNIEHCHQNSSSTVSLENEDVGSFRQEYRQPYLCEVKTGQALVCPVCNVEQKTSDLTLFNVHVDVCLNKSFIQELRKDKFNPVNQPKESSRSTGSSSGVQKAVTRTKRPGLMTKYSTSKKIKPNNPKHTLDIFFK
#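 50 nM final substrate added after 15 min RT preincubation of 10 nM Pol kappa with compound; fluorescence read at 0 and 10 min.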
# POLB inh – qHTS Assay for Inhibitors of DNA Polymerase Beta; P06746; 1.3% of 340,000 active; AID 485314, 2010; Pol beta primer extension/strand displacement, fluorescence kinetic; Potency, µM (series often up to 114 µM), for inactives: top-dose activity change, negative = inhibition, usual class: inhibitors; note: potency is the fitted concentration of half-maximal effect; % is set by controls: 0 for no effect and ±100 for the full control effect
#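 Enzyme-only controls used 10 nM Pol beta; buffer lacking enzyme served as negative control. Compound preincubated 15 min, then 50 nM substrate added; 0 and 10 min reads at room temperature.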
# Apoferritin bind – qHTS Assay for Identification of Novel General Anesthetics; AID 485281, 2010; Potency, µM (doses to about 77.5 µM), inactives show at the top dose activity change, negative = displacement, most hits filed as inhibitors; 0.074% of 350,000 active; Ferritin light chain (Equus caballus), P02791; apoferritin/1-aminoanthracene competitive binding, fluorescence; note: potency is the fitted concentration of half-maximal effect; % is set by controls: 0 for no effect and ±100 for the full control effect; nearly all actives have a fitted effect of over 20% in size
#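 Steps: apoferritin (10 uM) was premixed with half-saturated 1-AMA in PBS, compounds were pin-transferred, plates stood 10 min at room temperature, fluorescence was read at 380/535 nm, and curves were fitted with a Hill equation.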
# LDHA block – qHTS assay for inhibitors of human lactate dehydrogenase; 0.15% of 480,000 active; activity change, % (values are at about 110 or 230 µM); L-lactate dehydrogenase A chain (Homo sapiens), P00338; purified LDHA, NADH/diaphorase-resazurin fluorescence; active compounds read low; in the data active = activity change below about -30%; inconclusive = mostly about -25% to -30%;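 note: plate controls were DMSO wells for no effect and wells without enzyme for full effect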
#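 Human LDH5 (2 nM) was incubated with 0.06 mM NADH and 0.2 mM pyruvate for 5 min at room temperature in Tris pH 7.4. Remaining NADH was coupled through diaphorase/resazurin, and resorufin fluorescence was read at 0 and 20 min.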
# * marks the source's active call; other numbers are inactive results; ? = inconclusive; · = not tested or not shown; [ ] = another dose, or the depositor's remark. Unless noted, calls come from the whole dose curve; as a rule, active = well fitted curve in the direction sought with a large enough effect; inconclusive = small, poorly fitted or top-dose-only effect, or another doubt; inactive = no such curve, though single readings can be large; an effect the other way counts as inactive or inconclusive. Some of the compounds tested. The share of hits here may be higher or lower than overall.
SMILES,12-LOX inh,RGS4 inh,APE1 inh,POLH inh,ERG Ets-DNA blk,POLK inh,POLB inh,Apoferritin bind,LDHA block
CC1(C)NC(=O)NC2(C)NC(=O)NC(C)(C)C12 (centres undefined),-20%,17%,3%,3%,-7%,-3%,4%,-3%,-3
O=C(Nc1ccccc1)C(c1ccccc1)C1CCCC1 (centres undefined),-8%,40%,-6%,-6%,-12%,-16%,6%,-4%,-6
CCN(CC)S(=O)(=O)c1ccc(C(=O)Nc2nnc(CSC)o2)cc1,1%,23%,-5%,-6%,0%,-5%,-1%,-5%,-6
O=C(Cc1ccccc1)NC1CCN(Cc2ccccc2)CC1,-4%,-16%,-4%,-8%,-13%,0%,26%,-6%,-2
C=CCN1CCCC1CNC(=O)c1cc2[nH]nnc2cc1OC (centres undefined),23%,14%,4%,-4%,1%,-21%,·,·,-8
CN(CC(=O)Nc1ccc(F)c(F)c1F)C(=O)c1ccc2c(c1)OCCO2,-13%,4%,9%,-5%,10%,-1%,·,·,-5
CC(O)(CS(=O)(=O)c1ccc(Br)cc1)c1ccccc1 (centres undefined),0%,5%,15%,-20%,1%,4%,10%,-13%,-4
Cn1c(=O)c(=O)n(C)c2cc(S(=O)(=O)N3CCN(Cc4ccccc4)CC3)ccc21,0%,-24%,-3%,-15%,-1%,-10%,32%,-9%,-4
CCn1nc(C)c(CCN(C)C(=O)Nc2cc(Cl)ccc2C)c1C,-29%,-3%,·,-22%,-4%,0%[60.1 µM],-7%,-6%,-1
CC(=O)N1CCN(S(=O)(=O)c2ccc(Cl)cc2F)CC1,-3%,-2%,0%,-10%,0%,-4%,0%,-2%,-12
Cc1ccc(NC(=S)N2CCC(NC(=O)c3ccc(F)cc3)CC2)cc1,-6%,-2%,3%,-12%,-3%,-10%,46%,3%,-12
O=S(=O)(Nc1cccc(S(=O)(=O)N2CCCC2)c1)c1cccs1,-12%,6%,27%,-8%,5%,-2%,·,·,-3
COc1ccccc1/C=N/NC(=O)CC(=O)NCc1ccccc1,?,-2%,?,2%,2%,1%,0%,?,-1
Cc1cc(C)n(C(C)CC(=O)Nc2ccc3c(c2)OCCO3)n1 (centres undefined),-3%,-3%,-16%,-18%,-9%,-5%,14%,-5%,-4
Cc1cc(C)c(C#N)c(SCC(=O)CC(=O)OC(C)C)n1,?,?,-4%,-18%,-6%,0%,-13%,6%,-4
CC1CCCCC12NC(=O)N(CC(=O)OCC(=O)N(C)C1CCCCC1)C2=O (centres undefined),352%[activator],10%,52%[activator],-1%,-4%,-6%,·,·,-2
COc1ccc(CCNC(=O)COC(=O)C23CC4CC(CC(Br)(C4)C2)C3)cc1,-11%,-30%,-2%,-21%,-25%,-13%,1%,?,2
Cc1cccc(OCC(=O)OCC(=O)N2CCN(C(=O)c3ccco3)CC2)c1C,?,36%,·,-11%,3%,-3%,·,·,-6
CC(C)=C1C2CCC1C1C(=O)N(NC(=O)COc3ccc(C(C)(C)C)cc3)C(=O)C21 (centres undefined),-13%,-27%,0%,-3%,-1%,-4%,-3%,?,0
CCCCNC(=O)Cn1nc([N+](=O)[O-])c([N+](=O)[O-])c1C,-1%,2%,4%,-8%,-2%,-5%,0%,-12%,-2
CC(C)(CN1CCc2ccccc2C1)NS(=O)(=O)c1ccc(Cl)cc1,?,-8%,0%,-21%,-3%,-26%,-8%,-6%,-5
COCc1nnc(NC(=O)C2CC(=O)N(CCc3ccc(F)cc3)C2)s1 (centres undefined),-26%,-31%,-10%,7%,8%,-14%,0%,-1%,-2
CC(=O)NC(=S)Nc1ccccc1C(=O)NC1CCCCC1,-18%,-8%,-1%,-23%,10%,-5%,-16%,-9%,-2
Cc1nc2sc3c(c2c(=O)n1/N=C/c1ccco1)CCCC3,-20%,9%,10%,4%,·,0%,7%,-3%,-3
O=C(CN1CCN(Cc2ccc(Cl)cc2)CC1)N/N=C/c1cccc(F)c1,0%,-3%,2%,-6%,1%,2%,30%,-15%,-3

# Structural class, those above with a thiophene ring, fused or not (2)
SMILES,12-LOX inh,RGS4 inh,APE1 inh,POLH inh,ERG Ets-DNA blk,POLK inh,POLB inh,Apoferritin bind,LDHA block
O=S(=O)(Nc1cccc(S(=O)(=O)N2CCCC2)c1)c1cccs1,-12%,6%,27%,-8%,5%,-2%,·,·,-3
Cc1nc2sc3c(c2c(=O)n1/N=C/c1ccco1)CCCC3,-20%,9%,10%,4%,·,0%,7%,-3%,-3

# (listing goes on)
SMILES,12-LOX inh,RGS4 inh,APE1 inh,POLH inh,ERG Ets-DNA blk,POLK inh,POLB inh,Apoferritin bind,LDHA block
CCOc1ccc(N2C(=O)CC(N(CCc3ccc(OC)c(OC)c3)C(=O)/C=C/C(=O)O)C2=O)cc1 (centres undefined),-2%,10%,-7%,-9%,6%,-20%,-20%,6%,-10
Cc1ccc(NC(=O)Cn2c(=O)n(CC3CCC(C(=O)NC(C)C)CC3)c(=O)c3sccc32)cc1 (centres undefined),1%,-11%,·,-10%,-1%,26%,-3%,-6%,-6
CCOc1ccccc1NC(=O)Cn1cc(C(=O)c2ccc(Cl)cc2)c(=O)c2ccc(C)nc21,?,0%,·,4%,-1%,-2%,-6%,-7%,-6
O=C(Cn1c2[n+](c3ccc(C(F)(F)F)cc31)CCCCC2)Nc1ccc(Br)cc1,·,-28%,0%,-12%,2%,0%,6%,-13%,-6
COc1ccccc1NC(=O)c1ccc2[nH]c(C)cc(=O)c2c1,-11%,3%,·,-18%,1%,-5%,-14%,43%[activator],1
O=C(NCCc1ccccc1)C1CCN(S(=O)(=O)N2CCCC2)CC1,14%,-9%,3%,12%,·,3%,-2%,9%,-3
CCOc1ccc(C(C)NC(=O)c2cccc(F)c2)cc1 (centres undefined),-24%,-9%,9%,-16%,0%,-1%,1%,-10%,-7
Cc1csc(NC(=O)CCCC(=O)c2ccccc2)n1,1%,-9%,48%[activator],-18%,-1%,-1%,0%,-4%,-1
O=C(COC(=O)CNS(=O)(=O)c1ccc(F)c(F)c1F)Nc1ccc(OC(F)F)cc1,-21%,-8%,-3%,-27%,-2%,3%,15%,-3%,-2
CSc1nn(CC(=O)Nc2ccc(C)cc2C)c(N)c1S(=O)(=O)c1ccc(Cl)cc1,?,-9%,·,-27%,2%,-8%,?,-8%,3
c1ccc(-n2cccc2)c(N2CCCCC2)c1,15%,-17%,4%,-21%,-4%,0%,3%,-3%,-2
CC(=O)c1cc(-c2ccccc2)[nH]c1N1CCCC1,?,1%[11.4 µM],-1%,-11%,-6%,-2%,-1%,3%,4
COc1ccc(NS(=O)(=O)c2ccc3c(c2)CCC(=O)N3)cc1O,-25%,-7%,49%[activator],-12%,-7%,-1%,·,·,9
O=C(CSc1nnc(-c2cccnc2)n1Cc1ccco1)Nc1cccc(O)c1,-11%,1%,12%,5%,0%,-8%,54%,-10%,-6
CCN1CCN(c2oc(COc3ccc(Cl)cc3)nc2C#N)CC1,-19%,19%,4%,-22%,-5%,-13%,?,-19%,-7
Clc1ccc(-c2nnc3sc(Cc4cccs4)nn23)c(Cl)c1,0%,-16%,0%,-17%,5%,-13%,?,?,-2
O=c1[nH]c(NC2CCN(S(=O)(=O)c3ccccc3C(F)(F)F)CC2)nc2c1CCCC2,-3%,2%,31%,-4%,-21%,-2%,21%,-12%,-9
CCCSc1nc(O)c(C2OC(=O)c3c2ccc(OC)c3OC)c(=O)n1C (centres undefined),0%,-6%[56.9 µM],-14%,3%,-4%,-8%,-6%,31%[activator],-5
COc1ccc(C(=O)Nc2ccccc2N2CCN(C(=O)c3ccccc3)CC2)cc1Br,-2%,-8%,-18%,-11%,-1%,-11%,-1%,4%,0
O=C(O)c1ccccc1SCC(=O)N1CCOCC1,-1%,8%,1%,-4%,-4%,-10%,?,3%,-13
COc1ccc(C(CNC(=O)c2cc3ccccc3cc2OC)N2CCCC2)cc1 (centres undefined),0%,-15%,14%,-15%,-4%,-11%,10%,-16%,-4
O=C(COC(=O)C1CC2CCCC(C1)C2=O)NC(=O)c1ccccc1 (centres undefined),0%,23%,6%,4%,8%,1%,·,·,-3
N/C(=N\OC(=O)c1cccc(Cl)c1)c1cccnc1,10%,9%,-8%,4%,8%,4%,7%,-20%,-5
CCOc1cccc(C(=O)NNC(=O)CCC(=O)O)c1,3%,-13%,3%,-17%,2%,-7%,-7%,3%,-7
CCC(=O)N1CCc2cc(Br)cc(S(=O)(=O)CCC(=O)N(CC)CC)c21,0%,0%,-1%,-17%,-2%,1%,-3%,-6%,-2
O=C(NCCS(=O)(=O)N1CCN(c2ccccc2)CC1)C1CCCC1,-26%,28%,50%,-8%,-6%,-10%,·,·,-6
O=C(O)/C(=C\c1ccc(C(F)(F)F)cc1)c1ccc(S(=O)(=O)N2CCCC2)s1,?,-1%,-2%,-1%,-6%[15.4 µM],-14%,·,·,-7

# Screening results as filed in PubChem BioAssay.
